# hERG protect = hERG rescue from dofetilide block, primary screen, cell-based, CHO-hERG, FluxOR thallium flux, dofetilide IC70. 310,000 tested, 0.51% active. activation (rescue from dofetilide block), less the hit threshold, % at 10 µM. Voltage-gated inwardly rectifying potassium channel KCNH2 (Homo sapiens), Q12809. dofetilide IC70 present. AID 1511, 2009;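 active means activation above the mean of controls blocked by dofetilide plus 5 SD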;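 further: thallium influx through hERG after potassium depolarization seen as dye fluorescence rise; in these data hits start at about 4.7%; inactives centre near -7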
# Target sequence (Q12809 whole entry, looked up): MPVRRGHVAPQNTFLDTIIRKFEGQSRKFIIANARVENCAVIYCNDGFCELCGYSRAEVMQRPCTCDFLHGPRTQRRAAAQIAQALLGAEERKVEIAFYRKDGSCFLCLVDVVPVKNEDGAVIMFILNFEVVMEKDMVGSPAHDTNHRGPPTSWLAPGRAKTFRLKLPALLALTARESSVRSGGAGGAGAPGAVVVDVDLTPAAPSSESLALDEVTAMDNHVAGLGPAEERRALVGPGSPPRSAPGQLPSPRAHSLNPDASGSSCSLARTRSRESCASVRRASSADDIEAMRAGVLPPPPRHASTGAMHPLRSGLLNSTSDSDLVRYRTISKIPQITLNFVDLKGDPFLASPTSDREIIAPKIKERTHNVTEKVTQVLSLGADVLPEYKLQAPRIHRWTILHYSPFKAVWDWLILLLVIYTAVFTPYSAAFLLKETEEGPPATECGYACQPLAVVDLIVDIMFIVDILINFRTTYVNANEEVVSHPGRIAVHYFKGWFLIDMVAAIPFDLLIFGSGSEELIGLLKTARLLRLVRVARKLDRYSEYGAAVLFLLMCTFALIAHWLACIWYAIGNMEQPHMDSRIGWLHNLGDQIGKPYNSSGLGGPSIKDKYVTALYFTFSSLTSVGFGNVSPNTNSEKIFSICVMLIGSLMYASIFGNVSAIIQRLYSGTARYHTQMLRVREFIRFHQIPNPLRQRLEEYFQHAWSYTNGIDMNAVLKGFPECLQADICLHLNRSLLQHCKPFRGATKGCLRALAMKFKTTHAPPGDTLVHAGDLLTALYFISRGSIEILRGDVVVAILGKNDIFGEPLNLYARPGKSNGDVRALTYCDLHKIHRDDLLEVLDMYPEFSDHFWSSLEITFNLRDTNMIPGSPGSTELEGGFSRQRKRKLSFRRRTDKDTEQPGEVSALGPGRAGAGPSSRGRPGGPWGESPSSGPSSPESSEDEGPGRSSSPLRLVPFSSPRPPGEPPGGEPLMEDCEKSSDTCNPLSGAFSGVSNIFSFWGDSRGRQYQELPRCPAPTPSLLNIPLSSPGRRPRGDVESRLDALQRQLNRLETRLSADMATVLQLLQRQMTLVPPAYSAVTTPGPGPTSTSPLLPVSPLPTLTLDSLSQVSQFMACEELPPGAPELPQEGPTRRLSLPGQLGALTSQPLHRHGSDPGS
# KCNQ1 pot = potentiators or activators of KCNQ1 channel, primary screen, cell-based, thallium flux, high-throughput; 310,000 tested, 0.35% active; CHO-K1 KCNQ1, thallium flux FluxOR fluorescence; stronger effect = higher value; B-score at 10 µM;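 active means fluorescence ratio B-score, a plate-corrected score, at least three library SD, with initial intensity B-score within 5 SD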
#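 System: CHO-K1 cells stably expressing KCNQ1 / Medium: assay buffer for compound exposure, DMSO matched across wells / Reagent: thallium- and potassium-containing depolarizing buffer / Compound: one concentration, matched DMSO / Incubation: 20 min compound pretreatment at room temperature / Measured by: kinetic FluxOR fluorescence, 10 s baseline plus 110 s post-stimulus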
# TRPC4 potent = positive allosteric modulators of TRPC4, primary screen, cell-based, mouse TRPC4beta, HEK293 mu-opioid, Fluo-4 calcium. Short transient receptor potential channel 4 (Mus musculus), Q9QUQ5. DAMGO EC20, Fluo-4 Ca2+ flux; stronger effect = higher value. B-score at 10 µM. 310,000 tested, 0.42% active. AID 2227, 2009;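 active means B-score of calcium response area above 5 SD of library B-scores, with initial fluorescence ratio within 5 SD of library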;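 further: B-score of integrated fluorescence ratio over time as area under calcium response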
# Platelet DG rel = inhibitors of platelet dense granule secretion, primary screen, cell-based, MLPCN, human platelets. human platelet-rich plasma, SFLLRN dense granule ATP release, luminescence. 300,000 tested, 0.22% active. inhibition, %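 (compounds screened at 7.5 µM in platelet-rich plasma)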;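 active means mean replicate score, as percent of positive control, at or above 50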
# TRPC4 inh = inhibitors of mouse TRPC4 channel, primary screen, Fluo4 calcium, HEK293 TRPC4beta/mu-opioid cells | Short transient receptor potential channel 4 (Mus musculus), Q9QUQ5 | 300,000 tested, 0.39% active | B-score at 10 µM | DAMGO-evoked Fluo4 calcium flux; stronger effect = lower value;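 active means B-score over 3 SD under the library average, no early fluorescence shift, positive overall ratio signal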
#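 Assay system: HEK293 cells with stable TRPC4beta plus mu-opioid receptor expression. Dosing: single dose. Measured by: Fluo4 Ca2+ flux fluorescence. Also added: DAMGO in two steps, submaximal then maximal. Read-out: B score from integrated Fluo4 fluorescence ratio.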
# DYRK1A inh = rat Dyrk1A kinase inhibitors, primary screen, biochemical, single point, plate reader. Dual specificity tyrosine-phosphorylation-regulated kinase 1A (Rattus norvegicus), Q63470. ADP-Glo luminescence, NFATc1 peptide. inhibition, % at 12.5 µM. 310,000 tested, 0.43% active; in the data active means inhibition above about 50%;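 further: plate controls were vehicle with enzyme for no effect and no enzyme for full effect; many of its hits are not listed in these tables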
# PolyA inh = polyadenylation inhibitors in yeast reporter cells, primary screen, luminescence, S. cerevisiae | S. cerevisiae SKY197-pL101 polyadenylation reporter, beta-gal luminescence; efflux-impaired pdr1/pdr3 knockout yeast; score 100 = 6 SD above DMSO | calls only at 12 µM | 300,000 tested, 0.02% active;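 active means lowest replicate activity score at least 50, where 100 means six control SD above control mean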;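 further: yeast exposed to compound for 9 h at 30 °C; higher score means more reporter readthrough which indicates perturbed polyadenylation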
# KCNK9 inh = KCNK9 potassium channel inhibitors, primary screen, HEK293 cells, thallium flux | Potassium channel subfamily K member 9 (Homo sapiens), Q9NPC2 | FluxOR thallium flux fluorescence; stronger effect = lower value | B-score at 10 µM | 310,000 tested, 1.2% active | AID 488922, 2010;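 active means ratio B-score over 3 SD below the library mean, with starting fluorescence within 5 SD of its mean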;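 further: negative B-score means less thallium flux so channel inhibition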
# KCNK3 block = human KCNK3 channel inhibitors, primary screen, CHO cells, FluxOR thallium flux, B-score; Potassium channel subfamily K member 3 (Homo sapiens), O14649; FluxOR fluorescence; stronger effect = lower value; B-score at 10 µM; 340,000 tested, 0.84% active; AID 602410, 2012;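 active means B-score under library mean minus 4 SD, starting fluorescence ratio at most library mean plus 5 SD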;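 further: more negative B-score means stronger inhibition of thallium flux through KCNK3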
# TRPC4 act = activators of mouse TRPC4 channel, primary screen, Fluo4 calcium, HEK293 TRPC4beta/mu-opioid cells | B-score at 10 µM | 310,000 tested, 0.49% active | Fluo4 calcium fluorescence; stronger effect = higher value | AID 2237, 2010 | Short transient receptor potential channel 4 (Mus musculus), Q9QUQ5;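 active means B-score above 5 SD of library B-scores, and initial fluorescence ratio not above library mean plus 5 SD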;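 further: positive B-score marks a calcium rise read as TRPC4 activation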
#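 Incubation: 45 min room-temperature Fluo4 loading, 110 s read / System: HEK293 cells stably co-expressing mouse TRPC4beta and mu-opioid receptor / Signal: Fluo4 fluorescence, kinetic / Control set: buffer (low) and maximal DAMGO (high) / Measure: integrated baseline-normalised fluorescence ratio, converted to per-well B score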
# KCNQ1 block = inhibitors of human KCNQ1 channel, primary screen, cell-based, thallium flux, high-throughput; CHO-K1 KCNQ1, FluxOR thallium flux fluorescence; stronger effect = higher value; B-score at 10 µM; 310,000 tested, 1.3% active; AID 2642, 2010;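 active means compounds whose thallium flux B-score, printed positive for inhibition, exceeds three library SD while starting fluorescence stays within three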;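 further: channel opened by potassium depolarization with thallium stimulus after 20 min compound exposure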
# * hit, by the source's call; i = inactive; . = not tested or not shown; & = joins results of further samples. This is a subset; count on the stated rates, not on these rows.
Compound | Platelet DG rel | hERG protect | TRPC4 inh | DYRK1A inh | KCNQ1 pot | KCNK3 block | TRPC4 potent | KCNK9 inh | KCNQ1 block | PolyA inh | TRPC4 act
Cc1ccc(-n2c(O)c(C=NCc3cccnc3)c(=O)[nH]c2=O)cc1C | 9 | -1 | i | 2 | i | i | i | i | i | i | i
Cn1c(=O)cc(SCC(=O)N2CCC3(CC2)OCCO3)c2ccccc21 | -5 | -9 | i | -3 | i | i | i | i | i | i | i
CN(C)CCOC(=O)c1cn(Cc2ccccc2)c2ccccc12 | -20 | -3 | i | 3 | i | i | i | i | i | i | i
O=c1[nH]c(=S)[nH]c(O)c1N=Nc1ccc(OC(F)F)cc1 | 9 | -7 | i | 5 | i | i | i | i | i | i | i
S=C(NC1CCCCC1)N1CCC(c2cnc[nH]2)CC1 | -2 | -6 | i | 3 | i | i | i | i | i | i | i
CCN1CCN(C(=O)Cc2coc3cc(C)cc(C)c23)CC1 | -15 | -12 | i | 0 | i | i | i | i | i | i | i
CC(=O)O[C@H]1CC[C@@]2(C)[C@H](C1)C(=O)C[C@H]1[C@@H]3CC[C@@H]4[C@@H](CN5C[C@@H](C)CC[C@H]5[C@@]4(C)O)[C@@H]3C[C@@H]12 | -7 | -8 | i | -2 | i | i | i | i | i | i | i
CC(=O)CC(c1ccccc1[N+](=O)[O-])c1c(O)c2ccccc2oc1=O (stereo not given) | -6 | -8 | i | -26 | i | i | i | i | i | i | i
CCOC(C(=O)OCC(O)CN(CC)CC)(c1ccccc1)c1ccccc1 (stereo not given) | 0 | -4 | i | -1 | i | i | i | i | i | i | i
CCOC(=O)c1c(C)c(P(=S)(N2CCOCC2)N2CCOCC2)n(C)c1C | -1 | -3 | i | 13 | i | i | i | i | i | i | i
C=CCn1c(O)c(/C=C2/C=CC=N2)c(=O)[nH]c1=O | -6 | -13 | i | 3 | i | i | i | i | i | i | i
CCN(N=Nc1nonc1OC)c1nonc1OC | -4 | -6 | i | 4 | i | i | i | i | i | i | i
COc1cccc(C2C([N+](=O)[O-])=C(N)Oc3c2c(=O)oc2ccccc32)c1 (stereo not given) | 2 | -10 | i | 1 | i | i | i | i | i | . | i
COc1ccc(NC2=NCCCS2)cc1OC | -9 | -14 | i | -1 | i | i | i | i | i | i | i
CSc1ccc(CN2CCN(C(=O)COc3ccc(C)cc3)CC2)cc1 | 10 | -5 | i | -2 | i | i | i | i | i | i | i
COc1ccc(-c2cc(C(=O)N3CCC4(CC3)OCCO4)c3ccccc3n2)cc1 | 6 | -19 | i | . | i | i | i | i | i | i | i
COc1ccccc1N1CCN(Cc2cccc(Br)c2)CC1 | 10 | -7 | i | -6 | i | i | i | i | i | i | i
C[C@H]1[C@@H](c2ccccc2)O[C@@H](c2ccccc2Br)N1C | -1 | -9 | i | 6 | i | i | i | i | i | i | i
COC(=O)C1=C(N)OC(C)=C(C(C)=O)C12C(=O)N(C)c1ccccc12 (stereo not given) | 3 | -16 | i | 0 | i | i | i | i | i | i | i
CN1CCN(c2ccc3c(c2)S(=O)(=O)c2ccccc2C3=O)CC1 | 0 | -9 | i | 10 | i | i | i | i | i | i | i
CSc1ccc(CN2CCN(Cc3ccccc3Cl)CC2)cc1 | -9 | -10 | i | 5 | i | i | i | i | i | i | i
Cc1cc(Cl)ccc1OCC(=O)O | -4 | -8 | i | -9 | i | i | i | i | i | i | i
COc1cc(C(=O)N2C[C@H]3C[C@@H](C2)c2cccc(=O)n2C3)cc(OC)c1OC | -2 | -5 | i | -3 | i | i | i | i | i | i | i
COC(=O)C1=C(c2cccc(OC)c2OC)C[C@@H]2CC[C@H]1N2C(=O)NCCNC(C)=O | -2 | -9 | i | 9 | i | i | i | i | i | i | i
O=C1NC(=O)N(CCC2=CCCCC2)C(=O)/C1=C/c1cccs1 | 12 | -3 | i | . | i | i | i | i | i | i | i
COc1ccc(C(=O)C2CCCN(Cc3ccc(C)s3)C2)cc1OC (stereo not given) | 1 | -11 | i | 0 | i | i | i | i | i | i | i
O=P(O)(O)Cc1c(Cl)cccc1Cl | 3 | -2 | i | 2 | i | i | i | i | i | i | i
C=CCn1c(O)c(C(C)=NCCO)c(=O)[nH]c1=O | 18 | -3 | i | -4 | i | i | i | i | i | i | i
C/C(=N\NC(=O)c1ccncc1)c1c(O)n(Cc2ccccc2)c(=O)[nH]c1=O | 0 | -10 | i | . | i | i | i | i | i | i | i
O=C(O)c1ccccc1NC(=O)N1C[C@H]2C[C@@H](C1)c1cccc(=O)n1C2 | -2 | -7 | i | 1 | i | i | i | i | i | i | i
CCCN(CCC)C1CCc2cccc(O)c2C1 (stereo not given) | -1 | -5 | i | 6 | i | i | i | i | i | i | i
CC1(C)C(C(=O)NN2C(=O)c3ccccc3C2=O)C1(C)C | -3 | -8 | i | 4 | i | i | i | i | i | i | i
Cn1cc(CCC(=O)N2CCC3(CC2)OCCO3)c2ccccc21 | -6 | -8 | i | -3 | i | i | i | i | i | i | i
CC(NCc1ccccc1C(F)(F)F)C(O)c1ccccc1 (stereo not given) | 5 | -5 | i | -3 | i | i | i | i | i | i | i
COC(=O)Nc1ccc(N=C(N)N[N+](=O)[O-])cc1 | -4 | -7 | i | -2 | i | i | i | i | i | i | i
COc1ccc(Cl)cc1N=Cc1c(O)n(C)c(=O)n(C)c1=O | -9 | -8 | i | 1 | i | i | i | i | i | i | i
COc1ccccc1-n1c(-c2ccccc2Br)nc2ccccc2c1=O | 9 | -8 | i | 1 | i | i | i | i | i | i | i
N#CCCn1cc(C(=O)Nc2ccccc2Br)c(-c2ccc([N+](=O)[O-])cc2)n1 | 6 | -9 | i | 4 | i | i | i | i | i | i | i
Oc1ccc(/C=N/NP(=S)(c2ccccc2)c2ccccc2)cc1O | 13 | -11 | i | -4 | i | i | i | i | i | i | i
O=C(CN1CCOCC1)c1ccc(Br)cc1 | 3 | -6 | i | 1 | i | i | i | i | i | i | i
CC1CN(O)C2CCc3c(no[n+]3[O-])C12O (stereo not given) | -1 | -18 | i | 2 | i | i | i | i | i | i | i
N=c1sccn1Cc1ccc(Cl)cc1Cl | -1 | -4 | i | 4 | i | i | i | i | i | i | i
Oc1ccc2c3c1O[C@H]1[C@@H](O)CC[C@@]4(O)[C@@H](C2)N(CC2CCC2)CC[C@]314 | 1 | -8 | i | 1&8 | i | i | i | i | i | i | i
O=Cc1cn(Cc2cccc([N+](=O)[O-])c2)c2ccccc12 | -6 | -10 | i | 16 | i | i | i | i | i | i | i
O=c1c2ccccc2[nH]c(=S)n1-c1ccc(Br)cc1 | 3 | -8 | i | -2 | i | i | i | i | i | i | i
COc1ccccc1OCCCn1cc(C(=O)C2CC2)c2ccccc21 | -3 | -14 | i | . | i | -8.8* | i | i | i | i | i
COc1ccc(CNCCc2ccc3c(c2)OCO3)c(OC)c1OC | -3 | -3 | i | 1 | i | i | i | i | i | i | i
CCOc1ccc(-n2c(O)c(C=Nc3ccc(N(CC)CC)cc3)c(=O)[nH]c2=O)cc1 | 0 | -5 | i | . | i | i | i | i | i | i | i
O=C(CN1CCOCC1)NCC(=O)Nc1ccc(Br)cc1C(=O)c1ccccc1 | -2 | -7 | i | -2 | i | i | i | i | i | i | i
CC(C)c1ccc(NC(=O)N2C[C@H]3C[C@@H](C2)c2cccc(=O)n2C3)cc1 | -1 | -7 | i | 8 | i | i | i | i | i | i | i
CCCCCn1c(=O)c(C(=O)Nc2cccc(C)n2)c(O)c2ccccc21 | -4 | -4 | i | -2 | i | i | i | i | i | i | i
Cc1cccnc1-n1c(C)nc2ccccc2c1=O | -4 | -6 | i | 7 | i | i | i | i | i | i | i
CN1CCN(Cc2c(F)cccc2Cl)CC1 | 2 | 0 | i | 3 | i | i | i | i | i | i | i
CC(C)CC1C(C#N)=C(N)Oc2c1c(=O)oc1ccccc21 (stereo not given) | 0 | -6 | i | -2 | i | i | i | i | i | i | i
N#Cc1ccc(NC(=O)CN2C(=O)NC3(CCCC3)C2=O)cc1Cl | -6 | -9 | i | -1 | i | i | i | i | i | i | i
CC(=O)NC(Cc1ccc(N(CCCl)CCCl)cc1)C(=O)NC(C(=O)O)C(C)C (stereo not given) | -1 | -4 | i | -2 | i | i | i | i | i | i | i
Clc1ccc2c(c1)C(c1ccccc1Cl)=NCc1nnc(Br)n1-2 | 1 | -8 | i | 20 | i | i | i | i | i | i | i
O=S(=O)(c1ccc(Cl)cc1)N1CCCCC1c1cccnc1 (stereo not given) | -3 | -5 | i | -5 | i | i | i | i | i | i | i
NCCc1ccccn1 | -1 | -2 | i | . | i | . | i | i | i | i | i
Cc1nccc2c1[nH]c1ccc(Br)cc12 | 4 | -4 | i | 50 | i | i | i | i | i | i | i

# Additional results
Compound | Platelet DG rel | hERG protect | TRPC4 inh | DYRK1A inh | KCNQ1 pot | KCNK3 block | TRPC4 potent | KCNK9 inh | KCNQ1 block | PolyA inh | TRPC4 act
c1ccc2sc(N3CCNCC3)nc2c1 | 5 | -11 | i | -2 | i | i | i | i | i | . | 173*
Cc1ccc(-n2c(O)c(C=N)c(=O)n(-c3ccc(C)cc3)c2=O)cc1 | 2 | -5 | i | -3 | i | i | i | i | i | i | i
Fc1ccccc1N1CCN(Cc2c(F)cccc2F)CC1 | 10 | -16 | . | 1 | i | i | i | i | i | i | i
CCC1CO/C(=C(\C(Cl)=C(Cl)Cl)[N+](=O)[O-])N1Cc1ccc(Cl)nc1 (stereo not given) | 10 | -8 | i | -5 | i | i | i | i | i | i | i
CCOC(=O)c1ccc(NC(=O)c2c(O)[nH]c(=O)[nH]c2=O)cc1 | 14 | -6 | i | 5 | i | i | i | i | i | i | i
N#Cc1ccc(NC(=O)CN2CCCC2)cc1Cl | 21 | -13 | i | -2 | i | i | i | i | i | i | i

# Screening data from PubChem BioAssay.
